CIT2-GFP yeast: modulators of CIT2-GFP expression in yeast, primary screen, S. cerevisiae, GFP fusion, multiplex flow cytometry, MLPCN library | S. cerevisiae CIT2-GFP strain, 3 h; 100 means same as DMSO wells | GFP response vs DMSO, % at 10 µM | 0.065% of 320,000 active;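 active = GFP response relative to DMSO above a set limit, near the screen mean plus 3 SD, cut at about 150% in these data; inconclusive = Fewer than 70 cells measured for a yeast strain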;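 note: ratio of well median GFP fluorescence to mean of DMSO wells on the plate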
MCL1 BIM primary: inhibitors of MCL1 binding to BIM-BH3, primary screen, biochemical, fluorescence polarization. AID 2057, 2009. inhibition, % at 10.9 µM. GST-MCL1 / FITC-Bim-BH3 fluorescence polarization. Induced myeloid leukemia cell differentiation protein Mcl-1 (Homo sapiens), Q07820. 0.68% of 320,000 active;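 active = inhibition above the mean inhibition of all tested compounds plus 3 SD, set per campaign, cut at about 40% in these data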;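 note: 0% = DMSO wells and 100% = unlabeled Bim-BH3 peptide control; higher means more loss of mP so more displacement of Bim peptide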
Target sequence (Q07820 whole entry, looked up): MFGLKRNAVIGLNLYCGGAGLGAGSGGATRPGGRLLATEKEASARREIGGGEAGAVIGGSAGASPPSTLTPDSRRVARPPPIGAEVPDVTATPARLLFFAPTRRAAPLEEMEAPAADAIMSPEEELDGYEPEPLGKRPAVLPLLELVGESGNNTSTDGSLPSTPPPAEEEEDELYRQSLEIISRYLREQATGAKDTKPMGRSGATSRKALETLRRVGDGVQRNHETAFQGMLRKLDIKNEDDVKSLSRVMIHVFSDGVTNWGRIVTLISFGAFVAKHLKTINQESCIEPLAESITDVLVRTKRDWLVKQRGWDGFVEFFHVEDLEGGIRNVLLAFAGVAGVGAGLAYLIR
GLD-1 RNA inh: GLD-1/TGE RNA complex disruptors, primary screen, biochemical, fluorescence polarization | purified GLD-1 + fluorescein TGE RNA | 0.44% of 320,000 active | inhibition, % at 5.96 µM;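 active = percent inhibition above a per-plate cutoff, the plate mean of test compounds plus 3 SD, cut at about 30% in these data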;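 note: 0% = DMSO wells with GLD-1 and probe and 100% = wells lacking GLD-1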
AGP1 TOR yeast: modulators of AGP1-GFP expression in yeast TOR pathway, primary screen, cell-based, multiplex flow cytometry, S. cerevisiae, MLPCN library; GFP response vs DMSO, % at 10 µM; AID 2066, 2009; 0.02% of 320,000 active; 3 h; GFP as percent of DMSO wells;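 active = GFP response relative to DMSO above a set limit, near screen average plus 3 SD, cut at about 150% in these data; inconclusive = fewer than 70 cells counted for the yeast strain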;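 note: median GFP channel fluorescence of the gated AGP1 strain per well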
Bcl-xL primary: inhibitors of human Bcl-xL, primary screen, biochemical, fluorescence polarization, HTS; GST-Bcl-xL / FITC-Bim BH3 peptide fluorescence polarization; inhibition, % at 10.9 µM; 0.7% of 320,000 active;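 active = inhibition above the mean of all tested compounds plus 3 SD, cutoff set per campaign, cut at about 30% in these data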;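 note: 0% = DMSO wells and 100% = unlabeled Bim-BH3 peptide competitor; inhibitors lower millipolarization by displacing the labeled peptide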
Target sequence (Q07817 whole entry, looked up): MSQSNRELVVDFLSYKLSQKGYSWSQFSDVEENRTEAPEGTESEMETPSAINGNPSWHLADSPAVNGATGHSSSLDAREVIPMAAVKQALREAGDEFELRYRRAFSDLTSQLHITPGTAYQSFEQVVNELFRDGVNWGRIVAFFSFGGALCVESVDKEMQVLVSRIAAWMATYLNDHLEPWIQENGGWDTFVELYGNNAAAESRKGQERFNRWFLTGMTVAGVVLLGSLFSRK
GRK2 inh: compounds blocking aptamer binding on GRK2 – biochemical, human GRK2, bead flow cytometry, HTS, primary screen; Beta-adrenergic receptor kinase 1 (Homo sapiens), P25098; FAM-aptamer displacement from GRK2; inhibition of aptamer binding, % at 10 µM; 0.59% of 330,000 active; AID 488847, 2010;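 active = inhibition of aptamer binding above 40%, roughly 3 SD of noise, on plates passing a quality check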;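 note: median bead fluorescence of bound FAM aptamer so fluorescent compounds give negative values; no value below 0 was filed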
VLA-4 inh: inhibition in human VLA-4 binding assay, primary screen, VLA-4 allosteric modulator project, MLPCN library, flow cytometry, VLA-4 expressing cells | Integrin alpha-4 (Homo sapiens), P13612 | ligand binding flow cytometry | inhibition, % (about 7 µM as worked out from the volumes in the protocol) | 0.2% of 330,000 active | AID 2557, 2010; in the data active = inhibition above about 50%
Yeast superoxide: reduction of superoxide in aged yeast, primary screen, HTS; S. cerevisiae aged cells, superoxide DHE fluorescence; active compounds read low; superoxide response (% of plate mean), % at 10 µM; 0.18% of 330,000 active; AID 2690, 2010;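 active = superoxide response under a set limit, about three screen SD below normal, cut at about 65% in these data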;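 note: yeast aged for seven days with compound at 30 °C before DHE staining; 100% = average MFI of all compound-treated wells on the plate with controls excluded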
MEX-5 binding: MEX-5 zinc finger RNA-binding disruptors – biochemical, C. elegans, fluorescence polarization, MLPCN library, primary screen. Zinc finger protein mex-5 (Caenorhabditis elegans), Q9XUB2. MEX-5/FITC-TCR2 RNA binding; active compounds read low. activity score (negative = inhibition of binding), % at 10 µM. 0.38% of 300,000 active;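 active = inhibition past about -25% in most replicates, and total fluorescence under double the plate's negative control median, limit read from the data; inconclusive = replicates evenly split on the limit, or fluorescence at least double controls; inactive = too little inhibition in most replicates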;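 note: 0% = DMSO and -100% = 5 µM competing unlabeled TCR2 RNA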
Target sequence (Q9XUB2 whole entry, looked up): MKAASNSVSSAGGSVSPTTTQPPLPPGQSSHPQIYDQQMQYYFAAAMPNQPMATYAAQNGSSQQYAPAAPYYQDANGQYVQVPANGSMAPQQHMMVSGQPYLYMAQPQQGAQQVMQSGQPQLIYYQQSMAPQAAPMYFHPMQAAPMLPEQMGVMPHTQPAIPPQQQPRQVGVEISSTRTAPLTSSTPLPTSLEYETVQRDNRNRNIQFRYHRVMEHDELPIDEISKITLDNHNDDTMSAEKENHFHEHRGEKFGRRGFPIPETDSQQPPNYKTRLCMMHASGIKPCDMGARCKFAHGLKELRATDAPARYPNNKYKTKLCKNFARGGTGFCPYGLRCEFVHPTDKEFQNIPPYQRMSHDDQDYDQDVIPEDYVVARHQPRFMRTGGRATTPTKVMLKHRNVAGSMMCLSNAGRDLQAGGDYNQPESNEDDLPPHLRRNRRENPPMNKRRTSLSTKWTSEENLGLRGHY
An asterisk follows results filed as active; ? = inconclusive; . = not tested or not shown; [ ] = dose if it differs, or a comment. An excerpt; the hit share may differ from the screen's.

1. CN1C(=O)C(=CN2CCN(C(=O)c3ccco3)CC2)C(=O)N(C)C1=S
2. O=C(NCC(c1cccnc1)N1CCN(c2ccccc2)CC1)Oc1ccccc1 (stereo not given)
3. COc1cc(CC(C)N)c(OC)cc1I (stereo not given)
4. O=C(CN1CCCC1=O)Nc1ccccc1
5. COc1ccc(C(=O)OC2C[C@H]3CC[C@H](C2)N3C)cc1OC (stereo not given in full)
6. OC(CNC1CCCCC1)C(F)(F)F (stereo not given)
7. C/C(=N\Nc1ccccc1)c1c(O)n(Cc2ccccc2)c(=O)[nH]c1=O
8. CCOC(=O)c1c(C)n(CCN2CCN(C)CC2)c2ccc(OC)cc12

assay / entry	1	2	3	4	5	6	7	8
CIT2-GFP yeast	93	96	101	96	86	102	97	101
MCL1 BIM primary	-11	11	11	2	-6	3	-7	5
GLD-1 RNA inh	-3	3	2	13	2	0	-4	1
AGP1 TOR yeast	98	97	101	103	89	103	98	105
Bcl-xL primary	-3	16	5	4	2	6	1	3
GRK2 inh	4	0	0	0	3	0	8	1
VLA-4 inh	-3	-3	47	-6	11	-6	5	-4
Yeast superoxide	116	106	93	105	102	107	101	102
MEX-5 binding	0.3	3.0	-0.1	0.0	.	0.2	2.2	-3.0

Part of the list above, as a markdown table.
| No. | SMILES | CIT2-GFP yeast | MCL1 BIM primary | GLD-1 RNA inh | AGP1 TOR yeast | Bcl-xL primary | GRK2 inh | VLA-4 inh | Yeast superoxide | MEX-5 binding |
| --- | --- | --- | --- | --- | --- | --- | --- | --- | --- | --- |
| 3 | COc1cc(CC(C)N)c(OC)cc1I (stereo not given) | 101 | 11 | 2 | 101 | 5 | 0 | 47 | 93 | -0.1 |
| 4 | O=C(CN1CCCC1=O)Nc1ccccc1 | 96 | 2 | 13 | 103 | 4 | 0 | -6 | 105 | 0.0 |
| 5 | COc1ccc(C(=O)OC2C[C@H]3CC[C@H](C2)N3C)cc1OC (stereo not given in full) | 86 | -6 | 2 | 89 | 2 | 3 | 11 | 102 | . |

The list goes on.
9. CCOC(=O)C1=C(N)Oc2cc(C)oc(=O)c2C12C(=O)N1c3c(cccc32)C(C)=CC1(C)C (stereo not given)
10. CC(C)CCn1c(N)c(C(=O)NCc2cccs2)c2nc3ccccc3nc21
11. COc1ccc(CC(C)NCCc2ccc(OC)c(OC)c2)cc1 (stereo not given)
12. O=c1[nH]c(=S)[nH]c(O)c1/C=C1/C=c2ccccc2=N1
13. NC(=O)c1ccc(N=Cc2c(O)n(Cc3ccco3)c(=O)[nH]c2=O)cc1
14. CC(Cc1ccccc1)NC(=O)CN1CCCC1=O (stereo not given)
15. Cc1cccc(N2C(=O)NC(=O)/C(=C/c3cc4c(cc3[N+](=O)[O-])OCO4)C2=O)c1
16. S=C1CN=C(c2ccccc2)c2cc(Cl)ccc2N1

assay / entry	9	10	11	12	13	14	15	16
CIT2-GFP yeast	102	109	106	116	90	106	95	99
MCL1 BIM primary	-7	-5	3	92*	-1	8	119*	11
GLD-1 RNA inh	0	3	-3	-16	-6	8	77*	-6
AGP1 TOR yeast	100	100	106	104	100	108	101	100
Bcl-xL primary	-4	-2	3	68*	0	6	118*	7
GRK2 inh	3	0	0	2	8	1	1	0
VLA-4 inh	-1	-3	1	19	2	-2	1	-23
Yeast superoxide	80	103	99	104	104	105	91	93
MEX-5 binding	0.9	-0.4	0.3	0.1	-8.5	0.9	-69*	-1.0

17. Clc1ccc(CNCCc2ccc3c(c2)OCO3)cc1
18. Cc1nc2ccccc2c(=O)n1-c1ccc(F)cc1
19. Fc1cccc(F)c1CN1CCN(c2ccc(Cl)cc2)CC1
20. Fc1ccccc1CCNCc1ccccc1
21. COc1ccccc1N1CCN(Cc2ccccc2F)CC1
22. CC12CCCCC1=NC(c1ccc(Br)cc1)N2O (stereo not given)
23. CCC(=NCCc1c[nH]c2ccccc12)c1c(O)n(C)c(=O)n(C)c1=O
24. CCCCCSc1cc(OC)c(CCN)cc1OC

assay / entry	17	18	19	20	21	22	23	24
CIT2-GFP yeast	99	102	93	95	110	94	96	98
MCL1 BIM primary	8	5	-4	6	-1	-1	-10	0
GLD-1 RNA inh	2	3	4	-2	-6	8	8	9
AGP1 TOR yeast	105	107	95	95	99	98	98	104
Bcl-xL primary	1	-1	1	8	3	-5	-12	8
GRK2 inh	1	0	0	2	16	0	3	0
VLA-4 inh	3	15	0	37	24	28	-8	5
Yeast superoxide	96	98	38*	106	96	104	109	83
MEX-5 binding	-2.7	-1.8	1.5	-1.3	1.4	-2.3	2.4	1.4

25. Cc1cccc(-n2c(O)c(C=NCc3cccnc3)c(=O)[nH]c2=O)c1C
26. COC(=O)[C@@H]1C[C@H]1[C@@H](NP(=O)(c1ccccc1)c1ccccc1)c1ccccc1
27. Cc1ccnc(-n2c(-c3ccco3)nc3ccccc3c2=O)c1
28. c1ccc(CCNCc2cccnc2)cc1
29. O=C([O-])c1ccc(-[n+]2c(-c3ccccc3)cc(-c3ccccc3)cc2-c2ccccc2)cc1
30. Cc1ccccc1NP(=O)(Oc1ccccc1F)Oc1ccccc1F
31. O=c1[nH]c(=O)n(CCc2ccc(F)cc2)c(O)c1/C=N/N1CCCCC1
32. Brc1ccc(Oc2ccc(Br)cc2Br)c(Br)c1

assay / entry	25	26	27	28	29	30	31	32
CIT2-GFP yeast	108	88	96	95	70	100	100	87
MCL1 BIM primary	-12	6	1	-5	-2	2	-4	-6
GLD-1 RNA inh	6	5	0	1	3	1	18	-3
AGP1 TOR yeast	101	87	100	103	86	100	103	91
Bcl-xL primary	3	3	0	0	-2	0	1	1
GRK2 inh	3	0	0	0	0	2	3	0
VLA-4 inh	12	-3	5	4	2	7	-5	12
Yeast superoxide	103	96	88	104	103	93	94	124
MEX-5 binding	0.8	1.7	1.4	0.6	-4.7	-0.1	0.2	.

33. COC(=O)C1=C(c2cc3ccccc3s2)C[C@@H]2CC[C@H]1N2C(=O)N1CCCCC1
34. c1ccc(CCn2nnnc2CN2CCC(n3nnc4ccccc43)CC2)cc1
35. COc1ccc(Cn2c(N)c(C(=O)NCc3ccco3)c3nc4ccccc4nc32)cc1
36. Cc1cc(C)cc(N2C(=O)/C(=C\c3ccc(N4CCN(C)CC4)o3)C(=O)NC2=S)c1
37. O=C1c2ccccc2C(=O)N1Cc1nc2ccccc2c(=O)n1-c1ccc(Br)cn1
38. O=c1[nH]c(=O)n(-c2ccccc2)c(O)c1C=NC12CN3CN(CN(C3)C1)C2
39. COC(=O)C1=C(c2ccc(F)cc2F)C[C@@H]2CC[C@H]1N2C(=O)NCCO
40. C=CCN1C(=O)CSc2ccc(C(=O)N3CCC4(CC3)OCCO4)cc21

assay / entry	33	34	35	36	37	38	39	40
CIT2-GFP yeast	82	98	?	92	90	89	106	105
MCL1 BIM primary	1	0	-17	-140	-1	7	8	1
GLD-1 RNA inh	5	6	-3	-125	1	3	9	3
AGP1 TOR yeast	86	103	16[may fluoresce violet]	99	96	102	100	114
Bcl-xL primary	-2	-2	-9	-90	8	4	3	-6
GRK2 inh	0	0	0	3	1	0	2	2
VLA-4 inh	14	7	-25	-48	10	-2	-2	5
Yeast superoxide	104	81	122	93	85	98	105	125
MEX-5 binding	-2.2	1.7	2.2	16	3.4	-1.1	.	1.3

41. Cc1ccc[n+](CC(O)Cn2c3ccccc3c3ccccc32)c1 (stereo not given)
42. CCC(Oc1cc(Cl)ccc1Cl)C(=O)N1CCC2(CC1)OCCO2 (stereo not given)
43. C#CCN[C@H](C)Cc1ccccc1
44. O=S(=O)(NC1CCCCCCC1)OCC(Cl)(Cl)Cl
45. Cc1cccc(C(=O)NC(Oc2ccccc2)C(Cl)(Cl)Cl)c1 (stereo not given)
46. CN1C(=O)C(=Cc2c(OCc3cnc(Cl)s3)ccc3ccccc23)C(=O)N(C)C1=O
47. O=C1NC(=O)N(c2ccc3c(c2)OCO3)C(=O)/C1=C\c1ccc(-c2ccccc2C(=O)O)o1
48. COC(=O)C1=C(c2ccccc2OCc2ccccc2)C[C@@H]2CC[C@H]1N2C(=O)NCc1ccc(OC)cc1

assay / entry	41	42	43	44	45	46	47	48
CIT2-GFP yeast	98	167*	92	84	87	82	92	101
MCL1 BIM primary	-1	3	-5	6	-18	-1	-26	4
GLD-1 RNA inh	0	4	6	7	-2	2	-9	-6
AGP1 TOR yeast	95	122	99	89	101	89	100	95
Bcl-xL primary	-2	7	5	2	-6	3	-19	7
GRK2 inh	0	11	0	2	0	2	60*	10
VLA-4 inh	6	-12	-4	2	-11	-15	5	11
Yeast superoxide	52*	110	99	98	112	105	85	110
MEX-5 binding	-1.6	-2.9	.	0.1	-5.4	-1.5	1.8	.

49. O=C1NC(=O)N(Cc2ccccc2)C(=O)/C1=C\C=C\c1ccco1
50. CCN1C(=O)C(=Cc2c(C)n(CC(=O)NCC3CCCO3)c3ccccc23)C(=O)N(CC)C1=S (stereo not given)
51. O=c1[nH]c(O)c(C=Nc2ccccc2Oc2ccccc2)c(=O)[nH]1
52. C[n+]1ccc(-c2cc[n+](C)cc2)cc1
53. CC1(C)CC(=O)C(C=NCCN2CCN(C(=O)Cc3ccc(F)cc3)CC2)=C(O)C1
54. COC(=O)C1=C(c2ccc(C(C)=O)cc2)C[C@@H]2CC[C@H]1N2C
55. O=C(/C=C/c1ccccc1)c1c(O)n(CCc2ccccc2)c(=O)[nH]c1=O
56. O=C(CN1CC(c2ccccc2)CC1=O)Nc1ccccc1 (stereo not given)

assay / entry	49	50	51	52	53	54	55	56
CIT2-GFP yeast	101	98	106	88	105	98	100	93
MCL1 BIM primary	-55	-18	-16	-3	4	0	2	3
GLD-1 RNA inh	-10	-9	-12	0	8	-1	-3	2
AGP1 TOR yeast	95	97	75	85	103	97	91	98
Bcl-xL primary	-14	-14	-1	5	-1	3	7	6
GRK2 inh	17	4	1	2	5	0	4	0
VLA-4 inh	7	-77	-107	6	-4	0	-6	-1
Yeast superoxide	112	97	93	90	91	101	105	106
MEX-5 binding	-3.7	-3.2	3.6	.	1.1	.	-3.8	-0.7

57. O=C(Cn1nc(Cc2cccnc2)c2ccccc2c1=O)N1CCC2(CC1)OCCO2
58. CC(C)c1ccc(N2C(=O)NC(=O)/C(=C/c3cnc(-c4ccccc4)nc3)C2=O)cc1
59. COc1ccc(C2(C#N)CC[N+](C)(C)CC2)cc1
60. Cc1ccccc1C1=NCC(=O)N(CC(=O)NCc2ccco2)c2sc3c(c21)CCCC3

assay / entry	57	58	59	60
CIT2-GFP yeast	107	95	109	108
MCL1 BIM primary	-7	2	1	0
GLD-1 RNA inh	3	-8	-5	5
AGP1 TOR yeast	107	97	106	106
Bcl-xL primary	3	-2	5	1
GRK2 inh	1	0	0	5
VLA-4 inh	-7	17	3	-4
Yeast superoxide	90	94	103	135
MEX-5 binding	.	7.9	-0.6	.
